# RXFP1 agonist: RXFP1 (human) receptor agonism | HEK293T-RXFP1 cAMP TR-FRET, 30 min; response scale: percent of porcine relaxin response, buffer zero | Potency, µM (series often up to 57.5 µM), without a hit: at the top dose activation, actives largely listed as activators | Q9HBX9 | AID 2676 | actives 0.3% (n = 370,000); further: potency means the concentration at half of the fitted maximal effect; on the % scale 0 is the no-effect control and ±100 the full control effect; nearly all actives have a fitted effect of over 60% in size; many of its hits are not listed in these tables
# Target sequence (Q9HBX9 whole entry, looked up): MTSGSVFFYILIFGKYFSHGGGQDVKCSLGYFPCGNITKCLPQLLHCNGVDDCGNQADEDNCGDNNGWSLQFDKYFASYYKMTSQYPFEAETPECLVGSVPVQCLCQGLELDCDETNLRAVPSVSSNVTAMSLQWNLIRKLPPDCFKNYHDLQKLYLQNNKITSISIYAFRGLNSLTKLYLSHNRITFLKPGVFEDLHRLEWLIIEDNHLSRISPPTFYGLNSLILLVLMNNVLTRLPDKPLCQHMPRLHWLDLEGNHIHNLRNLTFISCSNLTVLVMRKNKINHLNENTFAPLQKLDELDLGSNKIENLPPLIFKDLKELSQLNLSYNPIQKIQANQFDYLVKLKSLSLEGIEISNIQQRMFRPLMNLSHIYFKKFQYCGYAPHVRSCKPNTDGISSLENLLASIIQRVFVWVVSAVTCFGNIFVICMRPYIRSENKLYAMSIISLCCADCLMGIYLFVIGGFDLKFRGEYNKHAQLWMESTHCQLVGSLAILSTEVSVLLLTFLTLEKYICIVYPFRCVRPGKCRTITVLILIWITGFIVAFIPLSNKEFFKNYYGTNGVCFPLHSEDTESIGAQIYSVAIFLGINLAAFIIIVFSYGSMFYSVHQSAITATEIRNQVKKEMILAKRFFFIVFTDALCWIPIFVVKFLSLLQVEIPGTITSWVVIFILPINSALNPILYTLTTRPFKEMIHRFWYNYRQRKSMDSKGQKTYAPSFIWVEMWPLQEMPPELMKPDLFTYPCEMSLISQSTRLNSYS
#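 Agonist response is measured as cAMP accumulation in an RXFP1-transfected HEK293T line under PDE4 inhibition. Values are scaled between buffer-only and 29 nM porcine relaxin, and EC50s come from standard Hill equation fits.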
# Glioma ERSR ind: inducers of ER stress response in human glioma cells. U87-MG GRP78 promoter luciferase reporter, 16 h. Potency, µM, without a hit: at the highest dose activation, actives largely listed as activators. actives 0.02% (n = 420,000); further: potency means the concentration at half of the fitted maximal effect; series mostly up to about 76 µM; % of control where 0% means no effect; nearly all actives have a fitted effect of over 35% in size
#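 Stably transfected U87-MG human glioma cells carrying a GRP78-based luminescent sensor were seeded at 1000 cells/well, pin-dosed with compounds and incubated 16 h. Luciferase reagent was then added, and end-point luminescence was read after 10 min at room temperature.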
# Vif-A3G inh: inhibitors of Vif-APOBEC3G interaction; Q9HC16; HeLa A3G-eYFP + Vif (tagged APOBEC3G with the HIV-1 protein that degrades it), YFP fluorescence, overnight; Potency, µM (series often up to 46.1 µM), inactives show at the highest dose activity, negative = active, usual class: inhibitors; actives 0.076% (n = 410,000);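 further: potency means the concentration at half of the fitted maximal effect; on the % scale 0 is the no-effect control and ±100 the full control effect; nearly all actives have a fitted effect of over 60% in size; hits raise eYFP signal because A3G escapes Vif-driven loss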
#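 HeLa cells stably expressing Vif and C-terminally eYFP-tagged A3G, seeded overnight at 37 deg C, then exposed to compound by pintool overnight at 37 deg C. Rise in yellow fluorescence (Ex 488/Em 500-530, Acumen) marks blocked Vif-driven A3G degradation.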
# D1 potentiator: potentiators of human D1 dopamine receptor; HEK293 TREx D1 cells, calcium flux, dopamine EC20 potentiation; actives 0.036% (n = 360,000); P21728; potentiation, % at 10 µM; AID 504651; in the data active means potentiation above about 30%; further: 0% is about no effect
# RXFP1 antag: blocks the human relaxin receptor RXFP1; activity change, negative = inhibition, % at 57.5 µM; AID 1259400; HEK293-RXFP1, relaxin-stimulated cAMP HTRF, 30 min; hits give low values; actives 0.59% (n = 350,000);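 active means activity change of -60% or lower, but not beyond a set lower limit; inconclusive means change between -60% and -40%, or beyond the set limit; inactive means change above -40%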; further: on the % scale 0 is the no-effect control and ±100 the full control effect
# Vif-A3F inh: blocks the Vif interaction with APOBEC3F; HeLa A3F-eYFP + Vif (tagged APOBEC3F with the HIV-1 protein that degrades it), YFP fluorescence increase; Potency, µM (top dose mostly 46.1 µM), for inactives: at the top dose activity, negative = active; actives 0.2% (n = 390,000); AID 602313; further: potency means the concentration at half of the fitted maximal effect; % of control where 0% means no effect; nearly all actives have a fitted effect of over 65% in size
#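 Fluorescence increase (Ex 488/Em 500-530) after overnight compound treatment at 37 deg C flags inhibition of Vif-driven A3F-eYFP loss in stable HeLa A3F-eYFP/Vif cells seeded overnight beforehand.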
# D1 agonist: agonists of human D1 dopamine receptor; HEK293 T-REx D1 cells, calcium flux, agonist mode; actives 1% (n = 360,000); activation, % at 2 µM; in the data active means activation above about 30%; further: 0% is about no effect
#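 Agonism was scored from calcium flux recorded over 180 s (1 read/s) after pintool compound addition, following a 10-cycle baseline. Cells were inducible force-coupled HEK293 TREx D1, plated overnight at 30 C and loaded with no-wash calcium dye.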
# D1 antag: human D1 dopamine receptor antagonism. P21728. HEK293 TREx D1 cells, calcium flux, dopamine EC80; hits give low values. activity change, negative = inhibition, % at 10 µM. actives 3.2% (n = 360,000); in the data active means activity change below about -30%; further: on the % scale 0 is the no-effect control and ±100 the full control effect
#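 Inducible Hek293 Trex D1 cells (tetracycline, overnight, 30 C). Calcium dye 30–90 min RT. Antagonist mode: EC80 dopamine added after 180 s compound read.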
# D2 potentiator: D2 dopamine receptor (human) potentiation; potentiation, % at 10 µM; actives 0.34% (n = 340,000); AID 485347; P14416; HEK293 T-REx D2, calcium flux, EC20 dopamine potentiation;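 active means potentiation over 3 SD above the plate norm, cut at about 30% in these data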; further: 0% is about no effect
#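 Potentiation of an EC20 dopamine calcium response measured kinetically over 180 s, after a preceding 180 s compound-only read flagging agonists. Cells: inducible Hek293 Trex D2 line, 4000/well, cultured overnight at 30 C before dye loading.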
# An asterisk follows results filed as active; ? = inconclusive; . = no result given; & = joins results of further samples. Unless noted, the call rests on the fitted dose curve; in most records, active means well fitted curve in the direction sought with a large enough effect; inconclusive means small, poorly fitted or top-dose-only effect, or another doubt; inactive means no such curve, though single readings can be large; an effect the other way counts as inactive or inconclusive. This is a subset; count on the stated rates, not on these rows.
SMILES,RXFP1 agonist,Glioma ERSR ind,Vif-A3G inh,D1 potentiator,RXFP1 antag,Vif-A3F inh,D1 agonist,D1 antag,D2 potentiator
O=C(Cc1ccc(Br)cc1)NC1CCCc2ccccc21 (configuration not stated),-2.8%,-4%,1%,-2,-36,0%,-3,-9,-2
COC(=O)c1ccc(COn2c(=O)c(C)[n+]([O-])c3ccccc32)cc1,4.4%,-2%,-10%,-4,-7,-2%,2,-8,-4
CCc1ccc2nc(Nc3ncc(C(C)=O)c(C)n3)nc(C)c2c1,18%,-1%,0%,1,6,-10%,0,-6,6
CC1(C)Cc2c(c(N3CCOCC3)nc3sc4c(NCCN5CCOCC5)nnnc4c23)CS1,2.1%,-1%,1%,3,-1,0%,2,9,1
COc1ccc(OC)c(N(C)S(=O)(=O)c2ccc3c(c2)NC(=O)CC(=O)N3)c1,0.7%,13%,-2%,-5,0,3%,0,14,-2
O=C(Cc1cccs1)Nc1ccc(F)c(S(=O)(=O)N2CCOCC2)c1,-0.1%,-3%,0%,-1,-5,-11%,8,-12,10
O=C1C(O)CC2c3ccccc3CC3(CCCC3)N12 (configuration not stated),0.7%,-3%,?,-4,-17,?,-1,-27,-6
Cc1ccc(C)c(S(=O)(=O)c2cn(C)c3cc(F)c(F)cc3c2=O)c1,4.2%,-5%,-4%,2,-19,0%,0,13,3
CCc1nnc(NS(=O)(=O)c2ccc(NC(=S)NC(=O)/C=C/c3ccccc3)cc2)s1,-0.6%,-4%,-20%,2,-17,-12%,2,6,-3
Cc1ccc(S[C@@H](CCN2CC[C@H](C(C)(C)C)CCC2=O)c2ccccc2)cc1,-1.9%,10%&21%,-10%&-20%,-1,.,?,15,-2,6
CN(C)C(=O)c1ccc2c(c1[N+](=O)[O-])C(=O)c1ccccc1C2=O,1.2%,-2%,1%,11,17,4%,3,12,.
CC(C)(C)c1cc(Cc2ccccc2)[nH]n1,0.3%,2%,2%,0,1,-3%,0,1,5
COc1ccc(N(CC(=O)Nc2cccc(Cl)c2C)S(=O)(=O)c2c(C)nn(C)c2C)cc1,2.9%,-2%,-5%,-1,.,-2%,3,10,-7
O=C(NCc1cn2ccsc2n1)c1cccc(C(F)(F)F)c1,0.0%,-1%,0%,-1,1,-25%,0,-4,11
CCN(CC(=O)NC(=O)NCc1ccccc1)CC(=O)Nc1cc(Cl)ccc1C,-0.8%,-4%,-1%,-1,1,-2%,4,17,15
Cc1ccc(N2CC(C(=O)NCc3ccco3)CC2=O)cc1Cl (configuration not stated),-0.9%,-3%,2%,-1,-6,-1%,2,3,-17
Cc1ccccc1N(C(=O)CCCC(=O)Nc1ccccn1)C(C(=O)NC1CCCC1)c1ccc(O)cc1 (configuration not stated),1.2%,-1%,-2%,-5,2,-14%,1,-3,.
CC1(C)CC(=O)C2=C(C1)OC1=C(C(=O)CC(C)(C)C1)C2c1cc([N+](=O)[O-])cc([N+](=O)[O-])c1O,1.0%,-1%,4%,16,-14,8%,4,-2,10
N#Cc1c(-c2ccccc2)nc(SCc2nc(N)nc(N3CCCCC3)n2)[nH]c1=O,9.3%,-3%,-2%,5,4,-3%,3,-7,7
CC(=O)Nc1ccc(S(=O)(=O)N[C@@H](C)C(=O)OCC(=O)NC2CCCC2)cc1,0.1%,0%,2%,0,-5,-10%,1,1,-2
S=c1[nH]nc(-c2ccco2)n1/N=C/c1ccc(Br)s1,-0.4%,-3%,0%,-10,44,-11%,1,-39*,10
Cc1cc(C(=O)COC(=O)Cc2ccc(Br)cc2)c(C)n1C,-0.5%,-3%,0%,-5,4,1%,-1,0,13
CCN(c1ccccc1)S(=O)(=O)c1nnc(NC(=O)C(C)(C)C)s1,-0.3%&-0.4%,0%&-2%,-1%&2%,-2&1,10&-10,2%&-1%,3&4,-6&-9,13&11
OCCC1CN(Cc2cn[nH]c2C2CCCCC2)CCN1Cc1ccccc1 (configuration not stated),0.5%,-1%,1%,6,-1,1%,1,0,-11
CCCSc1nc2c(cnn2-c2ccc(C)cc2)c(=O)[nH]1,6.9%,-4%,0%,-2,.,-4%,3,-4,.
N#CCCN(C(=O)COC(=O)c1cccc(S(=O)(=O)N2CCCCCC2)c1)c1ccc(F)cc1,.,-5%,0%,.,5,3%,.,.,.
COCCn1nnnc1SCC(=O)c1ccccc1,-0.7%,0%,-1%,4,3,0%,0,-21,6
N#CC(=Cc1cccs1)c1nc(-c2ccc(Cl)cc2)cs1,.,-4%,-2%,.,12,?,.,.,.
Cc1ccsc1/C=N/NC(=O)C(N)=O,-0.4%,-5%,3%,0,-3,0%,4,21,6
O=C1c2ccc3c4c(ccc(c24)C(=O)N1c1cccc(O)c1)C(=O)N(c1cccc(O)c1)C3=O,0.3%,1%,-11%,-3,4,12%,0,1,4
COC(=O)[C@H](Cc1ccccc1)NC(=O)O[C@@H]1C(=O)c2cc(OC)ccc2O[C@H]1c1ccc(OC)c(Br)c1,1.3%,.,.,0,.,.,4,27,-6
CC(C)Nc1nc(C#N)nc(NC(C)C)n1,-1.4%,-4%&-3%,-10%&-2%,5,-4,2%,1,1,7
CCOC(=O)C1CCN(C(=O)CSc2c3c(nc4ccc(Cl)cc24)CCCC3)CC1,12%,-10%,11%,-1,1,1%,3,-14,7
CCn1cc(CN2CCC(C(=O)Nc3cccc(-c4cscn4)c3)CC2)cn1,1.5%,-6%,2%,1,-3,?,2,0,-22
CCn1c(SCC(=O)Nc2ccc(N3CCOCC3)cc2)nnc1-c1ccco1,-2.0%,-3%,3%,2,-14,-9%,0,12,14
C/C(COc1ccccc1)=N\NC(=O)c1nnn(-c2nonc2N)c1-c1ccc(C)cc1,.,-1%,2%,.,-6,0%,.,.,.
O=C(CCC1CCCN(C(=O)c2cccc(F)c2)C1)N1CCN(c2ccccn2)CC1 (configuration not stated),-0.4%,0%,0%,11,-9,-1%,1,-4,-6
Cc1ccnc(NS(=O)(=O)c2ccc3c(c2)CCO3)c1,0.2%,.,.,1,.,.,1,-8,2
COc1ccc(Cc2nnc(NC(=O)C3CC(=O)N(c4ccccc4)C3)s2)cc1OC (configuration not stated),-0.9%,-1%,-1%,-3,-6,-24%,5,7,-7
Nc1nnnn1/N=C/c1cccc(Br)c1,0.5%,0%,0%,-3,0,6%,0,7,14
CC(C)CNc1c(N)n(CC(C)C)c(=O)[nH]c1=O,3.5%,-4%,0%,-9,-9,-7%,2,-6,7
C=CCNC(=O)c1ccccc1NS(=O)(=O)c1ccccc1,-0.3%,-4%,1%,0,-2,-14%,4,4,-1
O=C(CSc1nc2sc3c(c2c(=O)n1-c1ccccc1)CCCC3)N/N=C/c1ccc(C(=O)O)cc1,-1.3%,0%,0%,-6,9,-5%,5,8,5
CCN(CC)CCNC(=O)c1cc(S(=O)(=O)N2CCc3ccccc32)cn1C,0.1%,-5%,0%,-3,0,0%,4,-9,9
CC(=O)Nc1c2c(nn1-c1ccc(Cl)cc1)CSC2,3.8%,-2%,3%,-6,6,-13%,6,0,-1
CC(CCc1ccccc1)NC(=O)CN1CCSc2ccccc21 (configuration not stated),0.6%,-5%,0%,2,-14,-10%,2,6,.
Cc1ccc2nc(SCC(=O)Nc3cc(C)on3)[nH]c2c1,-0.8%,-2%,-5%,3,-4,-7%,-1,1,9
CC(=O)c1ccc(NC(=O)C2CCC(C)(C(=O)O)C2(C)C)cc1 (configuration not stated),-0.9%,-6%,-1%,-9,4,0%,1,3,9
Cc1ccc(NC(=O)NCCSc2ccc(C)cc2)cc1,1.4%,4%,4%,-1,-5,-2%,11,-4,7
CCn1c(C)nc2cc(C(=O)N=Nc3c(O)[nH]c4ccccc34)ccc21,0.0%,.,.,-4,.,.,1,2,-2
CCOC(=O)CC1=NN(c2ccccc2)C(=O)C1=c1sc(=C2SC(C)=C(C)N2CC)c(=O)n1CC,.,-2%,-1%,.,-3,7%,.,.,.
NC(=O)c1nsc(C(=O)N(c2ccc(Cl)cc2)C(C(=O)NCC2CCCO2)c2cccs2)c1N (configuration not stated),1.8%,0%,1%,-5,-62*,10%,2,-33*,16
c1ccc(-c2nc(CSc3nnc(-c4cccs4)o3)cs2)cc1,-1.1%,0%,-1%,-9,-1,4%,2,2,15
Cc1cccc(N2CCN(C(=O)c3ccc4c(c3)NC(=O)C(CSCc3cccc(F)c3)N4)CC2C)c1 (configuration not stated),6.1%,-5%,?,-1,-14,?,5,-18,8
CCOc1ccc(NC(=O)NCCn2nnc3cc(S(=O)(=O)N(C)C)ccc32)cc1,0.1%,-1%,4%,-1,.,2%,1,-5,3
O=C(C1CCN(S(=O)(=O)c2ccccc2[N+](=O)[O-])CC1)N1CCOCC1,2.8%,-4%,0%,0,-9,0%,0,14,3
O=C(c1cc(COc2ccccc2)on1)N1CCCC(OCc2cccnc2)C1 (configuration not stated),-0.2%,-1%,-1%,0,2,1%,7,0,-4
Cc1cccc(-n2ncc(C(=O)Nc3ccc4c(c3)OCO4)c2C2CCN(C(=O)OC(C)(C)C)CC2)c1,-4.1%,1%,-1%,-2,-34,-1%,2,13,-12
CC(=O)NC(CC(=O)Nc1ccc(S(=O)(=O)N2CCCC2)cc1)c1ccccc1 (configuration not stated),-0.3%,-4%,3%,0,-4,-1%,3,4,-2
CC(C)CNC1=C(C(=S)Nc2ccccc2)C(=O)CC(C)(C)C1,-0.2%,-4%,1%,5,0,-3%,3,15,7
CCOc1ncccc1C(=O)OCC(=O)NCc1ccccc1,.,-2%,3%,.,6,-4%,.,.,.

# 3 entries out of the list above, sorted by their value in D1 antag, highest first:
SMILES	RXFP1 agonist	D1 potentiator	RXFP1 antag	D1 agonist	D1 antag	D2 potentiator
CC(=O)NC(CC(=O)Nc1ccc(S(=O)(=O)N2CCCC2)cc1)c1ccccc1 (configuration not stated)	-0.3%	0	-4	3	4	-2
c1ccc(-c2nc(CSc3nnc(-c4cccs4)o3)cs2)cc1	-1.1%	-9	-1	2	2	15
Cc1ccc(NC(=O)NCCSc2ccc(C)cc2)cc1	1.4%	-1	-5	11	-4	7

# Compound activity (PubChem)
